KCNQ1 pot: potentiates or activates the human KCNQ1 potassium channel. B-score at 10 µM. hit rate 0.35% among 310,000. P51787. CHO-K1 KCNQ1, thallium flux FluxOR fluorescence; hits give high values. AID 2648;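 active = fluorescence ratio B-score, a plate-corrected score, at least three library SD, with initial intensity B-score within 5 SD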
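assay system = KCNQ1-transfected CHO-K1 cells | medium = assay buffer with matched DMSO | probe or stimulus = depolarizing K+/Tl+ stimulus, K2SO4 and Tl2SO4 each 12.5 mM in 5x stock | dosing = single dose | incubation = dye 90 min, compound 20 min, room temperature | detection = kinetic FluxOR fluorescence, 10 s baseline plus 110 s post-stimulus | evaluation = ratio B score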
KCNK9 inh: blocks the human KCNK9 two-pore domain potassium channel; Q9NPC2; HEK293 KCNK9, FluxOR thallium flux fluorescence; hits give low values; B-score at 10 µM; hit rate 1.2% among 310,000;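 active = ratio B-score over 3 SD below the library mean, with starting fluorescence within 5 SD of its mean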;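 also: negative B-score means less thallium flux so channel inhibition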
GSK3beta inhib: inhibitors of human GSK3beta kinase; hit rate 0.038% among 300,000; AID 2097; GST-GSK3beta kinase, ADP-Glo luminescence, 60 min; hits give low values; activity score (negative = inhibition), % at 10 µM;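 active = more than half of replicate wells score below -50%, meaning over 50% inhibition versus plate controls; inconclusive = some replicates but at most half score below -50%; inactive = no replicate scores below -50%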;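 also: 0% = median DMSO wells and -100% = median GW8510 positive control wells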
Target sequence (P49841 whole entry, looked up): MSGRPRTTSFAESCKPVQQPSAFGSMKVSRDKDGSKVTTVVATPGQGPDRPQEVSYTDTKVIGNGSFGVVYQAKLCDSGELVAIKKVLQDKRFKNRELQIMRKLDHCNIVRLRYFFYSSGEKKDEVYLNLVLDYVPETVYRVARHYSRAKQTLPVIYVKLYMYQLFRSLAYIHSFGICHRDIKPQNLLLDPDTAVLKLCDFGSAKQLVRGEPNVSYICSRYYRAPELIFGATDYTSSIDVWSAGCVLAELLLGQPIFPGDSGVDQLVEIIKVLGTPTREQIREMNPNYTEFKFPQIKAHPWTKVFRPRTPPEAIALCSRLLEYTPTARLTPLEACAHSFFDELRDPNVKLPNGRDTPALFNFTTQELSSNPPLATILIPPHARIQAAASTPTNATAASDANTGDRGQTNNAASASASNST
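Assay system: GST-fused GSK3beta enzyme, cell-free / Medium: Tris pH 7.5 buffer with MgCl2, DTT, BSA, heparin / Also added: peptide substrate plus 25 µM ATP (final) / Compound: 10 µM single point / Timing: kinase reaction with compound 60 min at room temperature / Detection: ADP-Glo luminescence / Benchmarks: DMSO neutral wells and GW8510 at 20 µM as positive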
RGS4 pot: RGS4 potentiation or activation; B-score at 10 µM; hit rate 0.92% among 310,000; HEK293 M3R/inducible RGS4, carbachol calcium flux Fluo4; hits give low values;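 active = B-score of the integrated calcium signal more than 4 SD below the library mean, with starting fluorescence not abnormally high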;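 also: negative B-score means reduced calcium response which marks RGS4 activation or potentiation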
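Assay system: Inducible-RGS4 HEK293 cells carrying M3 receptor | Schedule: Compound preincubation 20 min at room temperature before agonist | Signal: Kinetic calcium fluorescence imaging with Fluo4-AM dye, 2 µM | Read-out basis: B score from integrated fluorescence ratio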
HDAC3 inhib: blocks human histone deacetylase 3 | recombinant HDAC3, fluorogenic peptide/trypsin coupled, fluorescence | inhibition, % at 8.3 µM | hit rate 0.15% among 320,000 | AID 2718; in the data active = inhibition above about 26%, passing the limit was not always enough; inconclusive = no clear call, values can overlap the other calls
DYRK1A inh: blocks rat Dyrk1A kinase activity; AID 504441; ADP-Glo luminescence, NFATc1 peptide; hit rate 0.43% among 310,000; Q63470; inhibition, % at 12.5 µM; in the data active = inhibition above about 50%;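 also: plate controls were vehicle with enzyme for no effect and no enzyme for full effect; many of its hits are not listed in these tables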
PolyA inh: inhibitors of polyadenylation in S. cerevisiae; AID 1875; hit rate 0.02% among 300,000; calls only at 12 µM; S. cerevisiae SKY197-pL101 polyadenylation reporter, beta-gal luminescence; efflux-impaired pdr1/pdr3 knockout yeast; score 100 = 6 SD above DMSO;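 active = lowest replicate activity score at least 50, where 100 means six control SD above control mean; inconclusive = lowest score under 50 but half or more replicates reach 50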;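 also: yeast exposed to compound for 9 h at 30 °C; higher score means more reporter readthrough which indicates perturbed polyadenylation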
GSK3A inh: blocks human GSK-3 alpha kinase. ADP-Glo luminescence, 60 min. inhibition, % at 10 µM. hit rate 0.1% among 320,000. P49840. AID 2650;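 in the data active = inhibition above about 50%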;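 also: GST-tagged GSK-3 alpha with peptide substrate and 25 µM ATP; 0% = DMSO neutral wells and 100% = GW8510 positive control wells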
Target sequence (P49840 whole entry, looked up): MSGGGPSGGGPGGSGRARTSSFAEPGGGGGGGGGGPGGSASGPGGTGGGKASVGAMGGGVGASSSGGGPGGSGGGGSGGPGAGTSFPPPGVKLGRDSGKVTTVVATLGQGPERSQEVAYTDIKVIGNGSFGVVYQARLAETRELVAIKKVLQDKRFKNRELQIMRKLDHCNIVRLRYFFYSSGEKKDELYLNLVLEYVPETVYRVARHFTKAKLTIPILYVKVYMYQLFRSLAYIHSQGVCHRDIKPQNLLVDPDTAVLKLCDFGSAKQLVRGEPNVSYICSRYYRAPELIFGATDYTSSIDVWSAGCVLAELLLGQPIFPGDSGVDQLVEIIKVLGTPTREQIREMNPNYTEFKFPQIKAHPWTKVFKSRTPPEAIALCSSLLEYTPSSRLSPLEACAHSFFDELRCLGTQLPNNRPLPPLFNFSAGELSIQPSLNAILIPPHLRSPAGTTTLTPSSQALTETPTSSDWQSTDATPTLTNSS
hERG rescue: hERG (human) protection from proarrhythmic block; Q12809; CHO-hERG, FluxOR thallium flux, dofetilide IC70 present; activation (rescue from dofetilide block), less the hit threshold, % at 10 µM; hit rate 0.51% among 310,000; AID 1511;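 active = activation above the mean of controls blocked by dofetilide plus 5 SD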;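 also: thallium influx through hERG after potassium depolarization seen as dye fluorescence rise; in these data hits start at about 4.7%; inactives centre near -7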
KCNK3 block: human KCNK3 channel inhibition, primary screen; O14649; CHO-KCNK3 thallium flux, FluxOR fluorescence; hits give low values; B-score at 10 µM; hit rate 0.84% among 340,000; AID 602410;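 active = B-score under library mean minus 4 SD, starting fluorescence ratio at most library mean plus 5 SD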;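 also: more negative B-score means stronger inhibition of thallium flux through KCNK3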
KCNQ1 inh: blocks the human KCNQ1 potassium channel; P51787; CHO-K1 KCNQ1, FluxOR thallium flux fluorescence; hits give high values; B-score at 10 µM; hit rate 1.3% among 310,000;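 active = compounds whose thallium flux B-score, printed positive for inhibition, exceeds three library SD while starting fluorescence stays within three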;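 also: channel opened by potassium depolarization with thallium stimulus after 20 min compound exposure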
Numbers without * were called inactive; i = inactive; ? = inconclusive; nt = no result given.

SMILES	KCNQ1 pot	KCNK9 inh	GSK3beta inhib	RGS4 pot	HDAC3 inhib	DYRK1A inh	PolyA inh	GSK3A inh	hERG rescue	KCNK3 block	KCNQ1 inh
CC(=O)NC1C(=O)N=C(SCC(=O)Nc2c(C)cccc2C)NC1=O (centres undefined)	i	i	-4	i	-3	-2	i	2	-1	i	i
CC(=O)c1ccc(S(=O)(=O)NCc2ccc(C(=O)N(C)CC(=O)Nc3cccc(F)c3)cc2)cc1	i	i	-2	i	-3	3	i	0	2	i	i
COc1cc(C(=O)NCCc2cn3ccccc3n2)cc(OC)c1OC	i	i	-1	i	nt	2	i	0	-16	i	i
CCn1c(=O)c(=O)[nH]c2cc(C(=O)NC3CC3)ccc21	i	i	0	i	-2	9	i	-3	2	i	i
CCCCNC(=O)NCC(=O)Nc1ccc(F)c(F)c1	i	i	2	i	8	4	i	4	-5	i	i
Cc1cc(C)c2c(=O)[nH]c(SCC(=O)N(C)C)nc2n1	i	i	0	i	-5	12	i	-4	-12	i	i
Cc1ccccc1NC(=O)CN1CCC(n2nnc3ccccc32)CC1	i	i	-4	i	7	4	i	1	-13	i	i
Nc1ccc(Oc2ccc3c(c2)OCO3)cc1	i	i	-3	i	4	-4	i	1	-4	i	i
O=C(CCN1CCN(C(c2ccccc2)c2ccccc2)CC1)N/N=C/c1ccc(O)cc1	i	i	-3	i	1	8	i	1	-23	i	i
CCCSC1=C(C#N)C(c2cccs2)C(C(=O)Nc2ccccc2)=C(C)N1 (centres undefined)	i	i	-1	i	3	-8	i	0	-14	i	12*
COC(=O)c1ccc(N2C(=O)C3C4C=CC(CC4)C3C2=O)cc1 (centres undefined)	i	i	2	i	-3	-3	i	-1	-3	i	i
COc1ccccc1N1CCN(C(=O)c2cccc(N3C(=O)NC4CC3(C)Oc3c(OC)cccc34)c2)CC1 (centres undefined)	i	i	nt	i	5	-1	i	-1	-10	i	i
COCCCn1c(C(=O)NCCC2=CCCCC2)cc2c(=O)n3cccc(C)c3nc21	i	i	2	i	3	1	i	-3	-4	i	i
Cc1ccc(C(C)NC(=S)NC2CCCCC2)cc1C (centres undefined)	i	i	-1	i	-1	8	i	5	6.2*	i	i
CNC(=S)N(Cc1ccc(OC)cc1)C1CC(=O)N(c2ccc(OC)cc2)C1=O (centres undefined)	i	i	4	i	2	3	nt	3	-3	i	i
Cc1[nH]c2c(C)cccc2c1CCNC(=O)c1ccc2c(c1[N+](=O)[O-])C(=O)c1ccccc1C2=O	i	i	1	i	4	6	i	0	-22	i	i
COC(=O)c1cc(C(=O)OC)cc(N2C(=O)CC(NNC(=O)c3ccc(C)cc3)C2=O)c1 (centres undefined)	i	i	0	i	3	-3	i	0	-6	i	i
CCc1ccc(C(=O)NNc2ccccc2F)cc1	i	i	-2	i	-5	6	i	-2	-1	i	i
CC(=O)NC(=O)NC1OC(=O)C(Cl)=C1Cl (centres undefined)	i	i	4	i	-2	1	i	0	-9	i	i
COc1ccc(-c2nnc(SCc3cc(C)ccc3C)n2N)cc1	i	i	4	i	3	0	i	-1	-19	i	i
S=c1[nH]nc(-c2ccco2)n1-c1ccc(Cl)cc1	i	i	3	i	8	-5	i	1	-1	i	i
CCN(CC(=O)N1CCC(C(N)=O)CC1)S(=O)(=O)c1ccc(Cl)cc1	i	i	1	i	-4	nt	i	1	-6	i	i
COc1ccc(OC)c(S(=O)(=O)N(C(C)=O)c2ccc3oc(=O)sc3c2)c1	i	i	1	i	6	-5	i	1	-2	i	i
CCCCc1c(O)nc(SCC(=O)Nc2ccc3c(c2)CCC3)[nH]c1=O	i	i	0	i	0	0	i	1	-7	i	i

Whole records as entered above. Order of screens: KCNQ1 pot, KCNK9 inh, GSK3beta inhib, RGS4 pot, HDAC3 inhib, DYRK1A inh, PolyA inh, GSK3A inh, hERG rescue, KCNK3 block, KCNQ1 inh
Results for `COCCCn1c(C(=O)NCCC2=CCCCC2)cc2c(=O)n3cccc(C)c3nc21` → i, i, 2, i, 3, 1, i, -3, -4, i, i
Results for `COC(=O)c1cc(C(=O)OC)cc(N2C(=O)CC(NNC(=O)c3ccc(C)cc3)C2=O)c1` (centres undefined) → i, i, 0, i, 3, -3, i, 0, -6, i, i
Results for `CCN(CC(=O)N1CCC(C(N)=O)CC1)S(=O)(=O)c1ccc(Cl)cc1` → i, i, 1, i, -4, nt, i, 1, -6, i, i

Next structures
SMILES	KCNQ1 pot	KCNK9 inh	GSK3beta inhib	RGS4 pot	HDAC3 inhib	DYRK1A inh	PolyA inh	GSK3A inh	hERG rescue	KCNK3 block	KCNQ1 inh
COc1cc(OC)nc(NC(=O)CSc2nnc(-c3ccccc3)n2C2CCCCC2)n1	i	i	0	i	-8	-9	i	-2	-10	i	i
COc1ccc(C(=O)N2CCN(c3ccccn3)CC2)cc1	i	i	2	i	-4	-4	i	3	-9	i	i
Cc1cccc(NC(=O)Cn2c(O)c(N=NC(=O)c3ccccc3O)c3ccccc32)c1	i	i	0	i	2	-5	i	-27	-8	i	i
COc1ccc(CCNC(=O)COC(=O)c2cnc(C)cn2)cc1OC	i	i	7	i	-3	-1	i	1	-13	i	i
C=CCNC(=S)NNC(=O)c1cccn(Cc2ccc(Cl)cc2Cl)c1=O	i	i	1	i	7	18	i	0	-13	i	i
Cc1nc([N+](=O)[O-])c(N2CCN(Cc3ccccc3)CC2)n1Cc1ccccc1	i	i	1	i	7	-3	i	-22	-6	i	i
CC(=O)Oc1ccc(/C=N/NC(=O)C2CCCN2S(=O)(=O)c2ccc(Cl)cc2)cc1 (centres undefined)	i	i	-1	i	4	1	i	-3	-6	i	i
Cc1ccc(N=CC2=C(O)CC(c3ccccc3Cl)CC2=O)cc1 (centres undefined)	i	i	0	i	-1	nt	i	0	-7	i	i
O=C(CCOc1ccccc1)N1CCN(c2ccc(O)cc2)CC1	i	i	2	i	nt	-2	i	2	-11	i	i
O=c1oc2ccccc2cc1N1CCOCC1	i	i	-7	i	4	12	i	nt	-10	i	i
CCC(C(=O)NCc1ccc(F)cc1)N(Cc1cccs1)C(=O)c1snc(C(N)=O)c1N (centres undefined)	i	i	0	i	0	1	i	0	-14	i	i
CCC1CCCCN1C(=O)Cn1c(=O)n(CCCC(=O)NCc2ccco2)c(=O)c2sccc21 (centres undefined)	i	i	-2	i	2	3	i	1	-8	i	i
CCCn1c(SCC(=O)NCc2ccccc2Cl)n[nH]c1=O	i	i	-2	i	-2	2	i	2	-5	i	i
C/C=C(\C)C(=O)Nc1cccc(C2=NOC3(C2)C[C@@H](C(N)=O)N(C(=O)c2cc([N+](=O)[O-])cc([N+](=O)[O-])c2C)C3)c1 (some centres undefined)	i	i	1	i	-8	-6	i	-2	-8	i	i
COc1cc(/C=N/NC(=S)NCCc2ccccc2)cc(OC)c1OC	i	i	-2	i	17	9	i	-1	-11	i	i
O=C(O)/C=C/c1coc2ccc(F)cc2c1=O	i	i	3	i	1	4	i	-3	-3	i	i
N/C(=N\OC(=O)c1ccc(F)cc1)c1ccc(Br)cc1	i	i	-1	i	4	-7	i	-1	-16	i	i
Cc1cc(C)cc(C(=O)NC(CC(N)=O)c2ccc(N3CCN(c4ccccn4)CC3)c([N+](=O)[O-])c2)c1 (centres undefined)	i	i	-2	i	2	-13	i	14	-7	i	i
c1cncc(Nc2nc(-c3cccs3)cs2)c1	i	i	-1	i	6	5	i	0	-14	i	i
CC(=O)Nc1cc2c3c(c1)CCC(=O)N3CCC2	i	i	-1	i	-1	10	i	4	-2	i	i
Cc1cc(C)nc(NC(=O)c2csnn2)c1	i	i	2	i	3	-6	i	-2	-8	i	i
O=C(/C=C/c1ccc(Cl)c([N+](=O)[O-])c1)Nc1ccc(N2CCCC2)cc1	i	i	3	i	12	-71	i	-1	2	i	i
O=C(NCCC1=CCCCC1)c1cccc2c1C(=O)N(C1CCCCC1)C2	i	i	2	i	1	1	i	-7	-6	i	i
O=C(COc1ccc2ccc(=O)oc2c1)N1CCN(c2ccc(F)cc2)CC1	i	i	0	i	3	-7	i	0	-2	i	i
Cc1cccc(-c2nc(NCCCN(C)C)c3ccccc3n2)c1	i	i	-7	i	4	6	i	6	-7	i	i
CC(=O)Nc1cccc(NC(=O)C2CCCN2C(=O)Nc2cccc(C)c2)c1 (centres undefined)	i	i	-4	i	-1	0	i	-2	-4	i	i
Cc1cc(-c2ccc(S(=O)(=O)N3CCCCC3)s2)on1	i	i	-3	i	-5	-3	i	1	-5	i	i
COc1cc2c(cc1OC)C(C)N(C(=S)Nc1ccccc1)CC2 (centres undefined)	i	i	5	i	4	-3	i	-2	-8	i	i
COc1ccc(C(=O)CSc2nnc(NC(=O)C3CC(=O)N(c4ccccc4)C3)s2)cc1 (centres undefined)	i	i	1	i	5	-2	i	2	-5	i	i
O=C(Nc1ccccc1)N1CCn2c1nc1ccccc12	i	i	-3	i	2	-3	i	2	-7	i	i
Cc1ccc(SCC(=O)OCC(=O)N(CCC#N)c2ccccc2)cc1C	i	i	0	i	2	2	i	-4	-8	i	i
CCc1ccc(NC(=S)Nc2cccc3cnccc23)cc1	i	i	-2	i	1	32	i	2	-12	i	i
COC(=O)c1ccc(NC(=O)CSc2nc3cccnc3n2C)cc1	i	i	-1	i	-5	5	i	-25	-6	i	i
c1ccc(Nc2ncnc3[nH]ncc23)cc1	i	i	-43	i	-3	nt	i	34	-3	i	i
CCOc1cc(C2C3=C(CCCC3=O)NC3=C2C(=O)CCC3)cc(Cl)c1O	i	i	-1	i	-4	1	i	-1	-13	i	i
O=C(CCc1ccc(S(=O)(=O)N2CCCCC2)cc1)c1nnc(-c2ccccc2)o1	i	i	-1	i	?	7	i	0	-1	i	i
COc1ccc(CNC(NC(=O)c2ccccc2)(C(F)(F)F)C(F)(F)F)cc1	i	i	0	i	7	6	i	1	-8	i	i
CCc1ccccc1NC(=O)c1ccoc1C	i	i	4	i	1	4	i	0	-6	i	i
Cn1c(=O)n(C)c2cc(NS(=O)(=O)c3cccs3)ccc21	i	i	3	i	9	4	i	0	-4	i	i
CC(C)c1nc(C#N)c(NN)o1	i	i	0	i	-5	-1	i	-2	-7	i	i
O=C(CSc1ccc(-c2ccccc2)nn1)c1ccccc1	i	i	3	i	-7	-4	i	-3	-6	i	i

Not all compounds are listed; rates above refer to the full screens.
